procasp7 counter – counter-screen: procaspase-7 (human) activation. recombinant procaspase-7, Ac-DEVD-pNA absorbance 405 nm; D23A/D198A/D206A triple mutant, cannot self-cleave; scale: DMSO 0, 5 µM enzyme 100. activation, % at 8.5 µM. 330,000 tested, 0.093% active. AID 463210;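 active means percent activation above the screen-wide mean plus 3 SD, cut at about 25% in these data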
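Detection: p-Nitroaniline absorbance at 405 nm, read at 0 and 120 min; system: Uncleavable procaspase-7 mutant enzyme; evaluation: % activation from two-timepoint absorbance difference, scaled to controls; times: 1 h enzyme–compound preincubation and 2 h substrate reaction, both 25 °C; buffer or medium: Zinc-free HEPES pH 7.4 with 300 mM NaCl, 0.01% Triton X-100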
procasp3 activ – activators of human procaspase-3; P42574; 330,000 tested, 0.11% active; AID 463141; recombinant procaspase-3 D3A, Ac-DEVD-pNA absorbance 405 nm; activation, % at 8.5 µM;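 active means activation above the mean of all tested compounds plus 3 SD, cut at about 21% in these data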;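 further: 0% = DMSO alone and 100% = DMSO wells spiked with extra 5 µM PC-3 D3A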
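System: Procaspase-3 D3A mutant. Medium: Zinc-free 300 mM NaCl, 50 mM HEPES, 0.01% Triton X-100. Schedule: 1 h preincubation plus 2 h reaction at 25 °C. Measured by: 405 nm absorbance of p-nitroaniline, reads at 0 and 120 min. Read-out: percent activation relative to control range.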
LAP4-GFP MLPCN – alters LAP4-GFP fluorescence in TOR pathway yeast screen. S. cerevisiae LAP4-GFP multiplex, flow cytometry GFP, 3 h; median GFP as percent of DMSO wells. GFP response vs DMSO, % at 10 µM. 320,000 tested, 0.34% active;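 active means GFP response vs DMSO above a set limit, about the screen mean plus 3 SD, cut at about 150% in these data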
AHR activator – activates the human aryl hydrocarbon receptor. AHR-responsive luciferase reporter cells, luminescence. activation, % at 5 µM. 320,000 tested, 2.5% active; in the data active means activation above about 47%;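 further: 0% = vehicle wells and 100% = reference agonist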
RPL19A-GFP yeast – modulators of TOR pathway RPL19A-GFP in S. cerevisiae; S. cerevisiae RPL19A-GFP strain, flow cytometry, 3 h; hits give low values; percent response vs DMSO, % at 10 µM; 330,000 tested, 0.3% active;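 active means percent response vs DMSO below 50%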;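 further: median channel GFP fluorescence of the barcoded RPL19A-GFP strain; ratio of sample median GFP to plate DMSO average so 100% = DMSO; lower means less RPL19A-GFP as with rapamycin TOR inhibition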
EBNA-1 inhibitor – blocks EBNA-1 binding to DNA. EBNA-1 DNA binding, fluorescence polarization. inhibition, % at 14.8 µM. 300,000 tested, 0.34% active. AID 1950; in the data active means inhibition above about 28%
MEP2 TOR yeast – alters MEP2-GFP fluorescence in TOR pathway yeast screen; S. cerevisiae MEP2-GFP strain, flow cytometry GFP, 3 h; 100% = DMSO control level; GFP response vs DMSO, % at 10 µM; 330,000 tested, 0.51% active; AID 2016;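 active means GFP response versus DMSO above a set limit, roughly screen mean plus 3 SD, cut at about 180% in these data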;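 further: median GFP fluorescence of the barcode-gated MEP2-GFP cells per well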
ZTA counter – ZTA (EBV) inhibition in EBNA-1 counter-screen; P03206; ZTA-DNA binding, fluorescence polarization; inhibition, % at 11 µM; 320,000 tested, 0.15% active; in the data active means inhibition above about 33%
Starred values were filed as active, the others as inactive; x = no result given; [ ] = another dose, or the depositor's remark.

Compound	procasp7 counter	procasp3 activ	LAP4-GFP MLPCN	AHR activator	RPL19A-GFP yeast	EBNA-1 inhibitor	MEP2 TOR yeast	ZTA counter
CC1CCN(c2c(NCc3ccc(C(=O)N(C)C4CCCCC4)cc3)c(=O)c2=O)CC1	10	7	107	0	93	-6	100	6
CC(C)Nc1nnc(SCc2cc(=O)n3ccsc3n2)s1	2	-6	102	1	99	-24	101	1
COc1cccc2c1cc1c(=O)n(CC(=O)NCCCN3CCN(C)CC3)nc(C)n12	9	12	101	6	105	10	103	2
CN(C)S(=O)(=O)c1cccc(C(=O)NC2CCCc3ccccc32)c1 (stereo unspecified)	9	0	99	8	95	-6	103	-2
COc1ccc(S(=O)(=O)NCCc2c[nH]c3ccc(Cl)cc23)cc1	10	-3	101	1	101	5	109	0
Cn1cc(Cl)c(C(=O)OCC(=O)Nc2nc(-c3ccc(Br)cc3)cs2)n1	-12	0	101	0	102	25	102	-2
COc1cccc(C(=O)OCC(=O)N2CCC(Cc3ccccc3)CC2)c1OC	-13	12	95	-1	92	x	95	x
CC(C)(C)C(=O)/C(=C/c1ccncc1)n1cncn1	-4	5	99	-2	105	-8	97	-2
CCOc1ccc(Br)cc1S(=O)(=O)Nc1cccc(S(=O)(=O)Nc2ccccc2C(=O)O)c1	-1	0	100	1	104	x	104	x
O=S(=O)(Nc1ccc2ccccc2n1)c1ccccc1	2	4	103	17	95	-4	109	-4
CCOC(=O)Cn1c(=O)oc2cc(S(=O)(=O)N(CCN(C)C)Cc3ccccc3)ccc21	-2	2	101	0	98	-15	102	4
CCc1ccc([C@H]2C(C(=O)O)=C[C@@H](CC)N2S(=O)(=O)c2ccc(C)cc2)cc1	12	10	102	0	108	x	102	x
CCOC(=O)c1c(NC(=O)CS(=O)(=O)c2cn(CC)c3ccccc23)sc2c1CCCCC2	8	-1	105	9	113	-8	103	3
Cc1nc(=S)c2c([nH]1)-c1ccccc1CC21CCCCC1	9	1	113	1	94	1	94	0
O=C(CN1CCCCC1)NNc1nc(-c2ccccc2)c2cc(Br)ccc2n1	9	-4	106	3	98	-3	94	-2
Cc1ccc(-c2ccccc2NC(=O)CCl)o1	-6	-14	95	14	103	2	97	8
Oc1c(Br)cc(Br)cc1CNc1ccc(F)cc1	8	1	118	3	99	-4	98	11
COCCn1c(SCC(=O)/C=C2\N(C)c3ccccc3C2(C)C)nnc1-c1ccncc1	-4	6	83	0	95	-12	92	9
CCOc1ccc(Br)cc1S(=O)(=O)Nc1cccc(S(=O)(=O)N(C)C)c1	4	7	91	1	98	6	115	5
CC(=O)Cc1nsc(NC(=O)c2ccc(Br)o2)n1	-1	1	95	2	110	0	92	5
CCCCC1(Cc2ccc([N+](=O)[O-])cc2)C(=O)N(c2ccccc2)N(c2ccccc2)C1=O	15	11	93	-2	94	2	99	0
O=C(O)Cn1c(CCS(=O)(=O)c2ccc(Br)cc2)nc2ccccc21	-2	7	91	4	99	8	100	-13
COc1ccc(NC(C)=O)cc1NC(=O)CN1CCN(CC(=O)Nc2ccccc2Cl)CC1	2	-4	92	3	96	-10	92	-4
CC1(C)CC(=O)C=C(NCCN2CCNCC2)C1	-7	-4	101	3	95	-14	100	-4
CCC(CC)Nc1ccc(C(CC(N)=O)NC(=O)Cc2cccc3ccccc23)cc1[N+](=O)[O-] (stereo unspecified)	-3	-3	95	0	100	2	108	0
CCOC(=O)c1oc2ccccc2c1NC(=O)COc1cccc(OC)c1	-1	3	97	-2	99	4	103	-17
O=C(NCc1cccnc1)c1cccc2c1C(=O)N(C1CCCCC1)C2	2	-1	98	15	104	-12	103	-13
Cc1nnc(NC(=O)c2nc(S(=O)(=O)Cc3ccccc3)ncc2Cl)s1	-18	-10	168*	1	102	-4	111	-14
COC(=O)CSc1ncnc2c1sc1nc(-c3ccco3)c3c(c12)CC(C)(C)OC3	-14	-1	102	-1	103	9	101	-6
Cc1ccc(NC(=O)c2ccc(NCCCN3CCC(C)CC3)c([N+](=O)[O-])c2)c(C)c1	-11	-2	86	-2	97	3	93	-4
COc1ccc(CNC(=O)COC(=O)CCn2c(C)csc2=O)cc1OC	-4	4	100	1	95	2	92	3
CC(=O)OCCNc1cc(Sc2nc3ccccc3[nH]2)c2nonc2c1[N+](=O)[O-]	-21	-22	106	9	95	5	97	5
CC(C)(C)c1nnc(NS(C)(=O)=O)s1	1	-11	104	2	103	-5	104	-1
Cc1c(N2C(=O)CS/C2=N\N=C\c2ccccc2O)c(=O)n(-c2ccccc2)n1C	6	4	96	1	104	-7	102	-6
CCn1ncc(C2=NOC(C(=O)Nc3cc(OC)c(Cl)cc3OC)C2)c1C (stereo unspecified)	-6	-1	99	-1	97	-6	102	-11
O=C(NC1CCC(O)CC1)c1ccc(-c2ccc([N+](=O)[O-])cc2)o1 (stereo unspecified)	-27	-23	110	5	98	-5	98	-9
NS(=O)(=O)c1ccc(NNC(=O)c2ccccc2)cc1	-15	-6	95	3	96	-8	95	10
Nc1nc(Nc2ccccc2)nc(NCc2ccco2)c1[N+](=O)[O-]	-3	9	105	2	91	-1	92	7
Oc1ccccc1N=N/C(=N/Nc1ccccc1O)c1ccccc1	2	3	130	30	100	5	100	5
CN1CCN(C(=O)c2cc(C(C)(C)C)cc(C(C)(C)C)c2)CC1	9	1	105	-1	102	16	102	-3

One compound at a time, from the list above. Order of values: procasp7 counter	procasp3 activ	LAP4-GFP MLPCN	AHR activator	RPL19A-GFP yeast	EBNA-1 inhibitor	MEP2 TOR yeast	ZTA counter
Oc1c(Br)cc(Br)cc1CNc1ccc(F)cc1 is entered as 8	1	118	3	99	-4	98	11
COc1cccc2c1cc1c(=O)n(CC(=O)NCCCN3CCN(C)CC3)nc(C)n12 is entered as 9	12	101	6	105	10	103	2
NS(=O)(=O)c1ccc(NNC(=O)c2ccccc2)cc1 is entered as -15	-6	95	3	96	-8	95	10
Cc1ccc(-c2ccccc2NC(=O)CCl)o1 is entered as -6	-14	95	14	103	2	97	8

(cont.)
Compound	procasp7 counter	procasp3 activ	LAP4-GFP MLPCN	AHR activator	RPL19A-GFP yeast	EBNA-1 inhibitor	MEP2 TOR yeast	ZTA counter
C#CC[N+]1(CC#Cc2ccccc2)CCOCC1	3	6	99[may fluoresce violet]	-2	38*[may fluoresce violet]	3	194*[may fluoresce violet]	4
N#Cc1ccsc1NC(=O)CSc1nnc(-c2ccccc2)o1	5	7	99	27	101	3	105	8
COC(=O)C1=C(COc2ccccc2)NC(=O)NC1c1ccc2ccccc2c1 (stereo unspecified)	0	-3	94	3	96	0	104	-2
COCc1c(C(=O)N/N=C\c2cccnc2)nnn1-c1nonc1N	0	1	93	9	100	-9	99	-4
CCOc1ccc(NC(=O)CN(c2ccc(OC)cc2)S(=O)(=O)c2cccs2)cc1	-5	5	107	12	102	x	105	6
CCOC(=O)N1CCN(S(=O)(=O)c2cccc3ccc(C)nc23)CC1	0	5	94	2	102	-4	103	-7
CCN(CC(=O)Nc1c(F)cccc1F)C(=O)CCN1C(=O)C2CC=CCC2C1=O (stereo unspecified)	10	-4	105	-2	98	14	101	24
CCN(CC)CCCn1c2c(c(SCC(=O)N3CCc4ccccc43)nc1=O)CCC2	-1	-2	96	9	94	16	103	13
Cc1ccc(S(=O)(=O)NC2=NCN(C3CCCCC3)CN2)cc1	9	0	100	1	100	-3	99	-2
CCOc1ccccc1CNn1nnnc1N	3	-7	99	1	99	6	101	9
CCOC(=O)[C@H]1[C@H]2COc3cc(OC)ccc3[C@@H]2N2C(=O)CN(CCc3c[nH]c4ccccc34)C(=O)[C@@]12C	3	9	94	27	95	x	97	-3
COc1ccccc1C(=O)Nc1ccc(S(=O)(=O)N2CCCCC2c2cccnc2)cc1 (stereo unspecified)	-13	7	113	-3	102	-7	102	-1
Cc1ccc(S(=O)(=O)N(C)c2ccccc2C(=O)N2CCCC2)cc1	1	3	111	0	93	-9	98	155*
O=C(COC(=O)c1n[nH]c2ccccc12)Nc1ccccc1Br	3	2	100	54*	101	x	108	x
O=C(CCCOc1ccc(Cl)cc1Cl)NCc1ccccn1	1	7	95	1	102	-20	107	-19
Cc1nnc(NC(=O)CSc2nnc(CC(=O)Nc3ccccc3F)n2C)s1	-6	2	98	1	103	1	102	8
Cc1ccc(-n2ncc3c(=O)[nH]c(SCC(=O)NCC4CCCO4)nc32)cc1 (stereo unspecified)	6	-4	91	2	96	x	94	x
O=C(Nc1ncn[nH]1)c1cccc(S(=O)(=O)N2CCOCC2)c1	3	2	103	3	95	2	99	-14
CC1CCN(CC(O)COC2CCC(C(C)(C)C)CC2)CC1 (stereo unspecified)	-3	4	106	4	104	-10	106	-17
COc1ccc(NC(C)(C)c2nnnn2-c2c(C)cccc2C)cc1	1	0	100	4	99	-1	102	8
CCOP(=O)(OCC)C(Nc1ccccn1)c1ccc(F)cc1 (stereo unspecified)	-6	1	99	1	101	3	100	3
Cn1cc(CNC(=O)CC2C(=O)NCCN2CC(C)(C)C)cn1 (stereo unspecified)	8	8	108	1	112	-23	100	6
COC(=O)C1=C(C)NC(C)=C(C(=O)OC)C1c1ccc(-c2cc(Cl)ccc2Cl)o1	-15	-10	103	7	99	-7	105	11
CC1CCN(CCc2nc3cc(NC(=O)C(C)C)ccc3n2C)CC1	7	1	89	4	103	14	101	9
c1ccc(COC2CCCN(Cc3nc(Cc4ccccc4)no3)C2)cc1 (stereo unspecified)	1	-5	99	3	102	2	101	-9
COC(=O)c1c(NC(=O)C2C3CCC(C3)C2C(=O)O)sc2c1CCCCC2 (stereo unspecified)	6	-2	91	1	85	-4	88	4
O=C(CCC(=O)Nc1ccccc1)N/N=C/c1ccncc1	0	10	109	3	99	7	104	-2
Cc1ccc(N(CC(=O)NC2CCCC2)C(=O)CCC(=O)Nc2nc(C)cs2)cc1	-4	-3	95	3	106	-17	103	-7
Cc1oc(-c2ccc(Cl)cc2)nc1CN1CCC(C(=O)N2CCc3ccccc3C2)CC1	19	6	101	6	99	6	102	6
COC(=O)c1ccccc1NS(=O)(=O)c1ccc(NC(C)=O)cc1	-5	-4	100	2	98	2	100	-15
C/C(=N\NC(=O)c1ccncc1)C12CC3CC(CC(C3)C1)C2	7	-5	88	22	100	-13	100	-23
CCCCN1C(=O)c2ccc(C(=O)NCCN3C(=O)S/C(=C\c4cccnc4)C3=O)cc2C1=O	1	7	103	-1	104	-2	109	3
CC1CC(=S)Nc2ccccc2N1Cc1ccccc1 (stereo unspecified)	-3	-7	96	-1	96	1	98	-10
CCOC(=O)c1ccc(NC(=O)c2ccnn2C)cc1	-7	1	112	2	93	-7	98	-10
CCOC(=O)N1CCN(S(=O)(=O)CCNC(=O)c2cccc(OC)c2)CC1	-5	3	91	-1	92	-7	101	8
COc1ccc(C2SCCN2C(=S)Nc2ccc(Cl)cc2)cc1 (stereo unspecified)	-14	-11	94	-4	99	-2	97	8
COc1ccccc1Cn1c(=O)c2ccccc2n2c(SCC(=O)N3CCCCC3)nnc12	7	-6	99	1	95	-15	96	3
CCC(CC)c1nc2cc(OC)c(OC)cc2c(=O)o1	7	-9	96	3	102	-10	98	9

Screens from PubChem.
